MC4R antag cAMP – MC4R antagonists of cAMP signaling, primary screen, cell-based, TR-FRET, antagonist arm of biased-ligand search. 360,000 compounds, 0.48% hits. MC4R-expressing cells, MTII-stimulated cAMP, LANCE TR-FRET. AID 540295, 2011. inhibition, % at 6.5 µM;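 active means inhibition above its plate's cutoff, the mean of tested wells on that plate plus 3 SD, cut at about 29% in these data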;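 further: 0% = Melanotan II alone and 100% = Melanotan II plus saturating MCL0020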
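Assay system: U2OS cells stably expressing human melanocortin 4 receptor (MC4R) / Dosing: 6.5 µM / Timing: compound 30 min, challenge 1 h, detection 1 h / Measured by: Eu-cAMP/anti-cAMP TR-FRET, emission 671 nm / Replicates: singlicate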
ABCB6 inh 2 – ABCB6 transporter inhibitors, primary screen, K562-ABCB6 cells, flow cytometry, MLPCN library; fluorescence ratio to DMSO, % at 10 µM; 360,000 compounds, 0.19% hits; ATP-binding cassette sub-family B member 6 (Homo sapiens), Q9NP58; K562-ABCB6 porphyrin accumulation, 1 h; active compounds read low;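 active means fluorescence ratio to DMSO below 75%, the collection mean minus 3 SD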;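 further: signal is porphyrin accumulated inside mitochondria; 100% equals median channel fluorescence of DMSO control wells; lower ratio means ABCB6 inhibition with less porphyrin fluorescence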
N-glyco inh – increase of ERlucT glycosylation luciferase signal, primary screen, N-linked glycosylation inhibitor project, D54 ERlucT cells, luminescence, set 2 | D54 ERlucT glycosylation luciferase reporter, 24 h; percent of 100 nM tunicamycin response | reporter increase, % at 12.5 µM | 360,000 compounds, 0.23% hits;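 active means mean luciferase reporter signal, scaled so untreated is 0 and the glycosylation-blocking control 100, at or above a set limit in every replicate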;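 further: luciferase carries N-glycosylation sites so blocking glycosylation raises the light; 0% = median of neutral control wells and 100% = median of 100 nM tunicamycin wells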
aDG glyco act – activators of alpha-DG glycosylation, primary screen, uHTS, Pro5-aDG cells, AlphaScreen | alpha-DG glycosylation AlphaScreen (IIH6); 0% Pro5, 100% B10-LARGE cell signal | activation, % at 10 µM | 360,000 compounds, 0.22% hits;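 active means activation of at least 8% versus controls, or a plate z-score of at least 8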;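 further: Pro5 are CHO cells carrying HIG-tagged alpha-DG that lacks glycosylation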
ABHD5-PLIN5 inh – ABHD5-PLIN5 interaction inhibitors, primary screen, cell lysate, split luciferase complementation, luminescence. Split G. princeps luciferase complementation, 4 h. 360,000 compounds, 0.78% hits. AID 602281, 2012. inhibition, % at 4 µM;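 active means inhibition above the mean inhibition across every tested compound plus 3 SD, cut at about 22% in these data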;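 further: 0% = DMSO only wells and the 100% control is not disclosed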
Target sequence (Q00G26 whole entry, looked up): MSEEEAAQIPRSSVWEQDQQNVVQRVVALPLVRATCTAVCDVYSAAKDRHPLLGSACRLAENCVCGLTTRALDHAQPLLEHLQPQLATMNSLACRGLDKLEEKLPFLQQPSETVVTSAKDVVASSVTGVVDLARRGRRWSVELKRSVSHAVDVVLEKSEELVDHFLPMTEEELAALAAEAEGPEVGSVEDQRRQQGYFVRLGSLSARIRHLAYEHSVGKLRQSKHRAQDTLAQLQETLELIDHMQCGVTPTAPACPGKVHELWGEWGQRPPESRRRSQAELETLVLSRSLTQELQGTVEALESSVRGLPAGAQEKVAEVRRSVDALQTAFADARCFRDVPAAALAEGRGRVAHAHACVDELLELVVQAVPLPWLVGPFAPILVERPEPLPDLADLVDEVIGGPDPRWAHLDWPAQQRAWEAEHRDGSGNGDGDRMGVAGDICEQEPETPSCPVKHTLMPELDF
Target sequence (Q8WTS1 whole entry, looked up): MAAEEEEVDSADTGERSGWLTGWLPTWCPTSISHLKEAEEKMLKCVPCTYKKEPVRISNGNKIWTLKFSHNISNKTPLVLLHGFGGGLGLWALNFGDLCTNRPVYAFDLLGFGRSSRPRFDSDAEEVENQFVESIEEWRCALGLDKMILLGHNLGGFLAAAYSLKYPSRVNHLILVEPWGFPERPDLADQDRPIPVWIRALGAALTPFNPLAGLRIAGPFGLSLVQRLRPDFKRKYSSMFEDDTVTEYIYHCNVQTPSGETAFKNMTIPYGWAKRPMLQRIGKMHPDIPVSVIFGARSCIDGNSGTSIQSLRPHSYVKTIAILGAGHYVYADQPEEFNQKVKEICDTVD
Exocytosis inh – LAMP-1 surface exposure blockers, TALL-104 cells – cell-based, flow cytometry, MLPCN library, primary screen; 360,000 compounds, 0.66% hits; inhibition, % at 10 µM; TALL-104 LAMP-1 surface exposure; cells stimulated with thapsigargin and PMA; AID 651702, 2012;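 active means inhibition above about 55%, limit read from the data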
H9c2 protect – cardioprotection against H2O2-induced cell death, primary screen, uHTS, H9c2 cells, ATPLite luminescence; protection from H2O2 cell death, % at 20 µM; 360,000 compounds, 0.63% hits; H9c2 cardiomyocytes, H2O2 injury protection, 2 h; AID 588492, 2011;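 active means compounds giving at least 50% protection of heart cells from peroxide-induced death in the single-dose screen, raw or plate-pattern-corrected value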;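 further: 0% = DMSO wells with peroxide and 100% = DMSO wells without peroxide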
hiPSC survival – enhancers of single-cell hiPSC survival, primary screen, ATPlite luminescence; 360,000 compounds, 0.044% hits; 100% = ROCK inhibitor wells, 0% = DMSO; survival enhancement, % at 20 µM; in the data active means survival enhancement above about 18%;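 further: cells exposed to compounds for 16 hours before the ATP read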
HTR2A ag – mouse Htr2a agonists via beta-arrestin recruitment, primary screen, cell-based, luminescence; CHO-K1 mHTR2A beta-arrestin complementation; percent of 30 µM serotonin response; 360,000 compounds, 0.66% hits; activation, % at 7.6 µM;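 active means activation above a run cutoff, the mean activation of all tested compounds plus 3 SD, cut at about 14% in these data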;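 further: 0% = plate median of compound wells and 100% = 30 µM serotonin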
MC4R ag barr – MC4R agonists recruiting beta-arrestin, primary screen, cell-based, luminescence, agonist arm of biased-ligand search | Melanocortin receptor 4 (Homo sapiens), P32245 | U2OS MC4R beta-arrestin complementation; percent of melanotan II response, DMSO zero | activation, % at 8.9 µM | 360,000 compounds, 0.98% hits;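 active means activation above a per-plate cutoff, the mean activation of sample wells on that plate plus 3 SD, cut at about 8% in these data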
Numbers without * were called inactive; x = no result given.

SMILES	MC4R antag cAMP	ABCB6 inh 2	N-glyco inh	aDG glyco act	ABHD5-PLIN5 inh	Exocytosis inh	H9c2 protect	hiPSC survival	HTR2A ag	MC4R ag barr
O=C1CCCc2c1nn(-c1ccccc1)[n+]2[O-]	-4	110	-1	-0.1	4	0	2	2.3	10	-0.9
CSCC[C@H](NS(=O)(=O)c1ccc(C)cc1)C(=O)N1CCC(C(=O)N[C@H](C(=O)O)c2ccccc2)CC1	7	106	2	0.3	4	-3	4	-1.4	-1	0.7
O=C(O)c1ccc2c(c1)OCCOCCOCCOCCOCCO2	27	99	0	0.1	-1	-2	2	-0.2	-2	-0.1
O=C(Cc1ccccc1)NNC(=S)Nc1ccc(Cl)cc1	-2	88	-1	0.0	-4	1	7	0.9	0	-0.4
O=C(NNC(=O)c1cc2cc(Br)ccc2oc1=O)c1ccc(O)cc1O	4	120	-1	0.6	3	1	77*	0.7	-2	-2.8
NC(=O)C1CC(=O)N(c2ccc(OCC(=O)N3CCCC3)cc2)C1 (stereo unspecified)	2	93	1	-0.4	-7	-1	4	-2.4	-1	-0.8
CCCCNCc1cc(Br)c(OCC(=O)N2CCOCC2)c(OC)c1	-1	101	-2	-0.1	-7	-8	14	-0.8	6	-1.7
Cc1ccnc(Sc2ncccc2[N+](=O)[O-])n1	4	94	0	0.0	5	-2	-10	2.4	-1	-1.1
O=C(NCc1ccc2c(c1)OCO2)C1CCC(=O)N1C1CCCC1 (stereo unspecified)	-5	98	1	0.2	0	8	-6	-0.5	2	-1.4
CCOC(=O)c1cn(CC(=O)Nc2ccc(C)cc2)nn1	2	92	2	0.4	-2	3	-6	5.4	0	0.2
CS(=O)(=O)c1ccc(Cl)c(NC(=O)CSC(=S)N2CCCC2)c1	2	96	-1	-0.1	-2	6	5	0.5	11	0.1
O=C(COC(=O)CCC(=O)c1ccc(F)cc1)NCCc1ccccc1	-2	87	1	-0.2	4	-2	4	3.6	1	-0.9
Cc1ccc(Nc2cc(-n3nc(C)cc3C)ncn2)c(C)c1	3	92	1	-0.2	-1	-5	-3	8.1	-1	6.3
CCOC(=O)NC(Nc1ccc(C)cn1)(C(F)(F)F)C(F)(F)F	7	100	0	-0.2	5	-1	9	0.3	2	-1.2
C=CC[C@H](CC(=O)OC(C)(C)C)C(=O)OC[C@H]1CCCN1C(=O)[C@H](CC=C)CC(=O)NCCO	5	98	-2	0.0	-8	-6	7	0.3	-7	-1.5
CCCNC(=O)c1ccc(COc2ccc(Cl)cc2)o1	11	100	-1	0.1	-4	5	-2	-0.3	-4	0.3
CC1(C(=O)Nc2cccc3ccccc23)CCN1C(=O)Cc1ccc(Cl)cc1Cl (stereo unspecified)	-7	91	-5	0.3	4	-3	-14	5.1	8	0.8
COc1ccc(OCC(=O)Nc2ccccc2C(=O)Nc2ccc(C(=O)O)cc2)cc1	4	99	2	-0.3	5	5	-4	-0.4	8	2.2
CCNc1nc2c(cnn2C)c(=O)[nH]1	1	102	-2	0.1	9	-24	1	-1.6	0	-2.7
O=c1c2ccccc2nnn1Cc1cccc2ccccc12	16	96	-3	-0.3	-1	3	0	0.0	2	-1.7
Cc1nc2ccc(C(=O)Nc3cccc(OCC(=O)N(C)C)c3)cn2c1N(C)CC1CCCCC1	2	98	2	0.0	13	10	5	3.6	-2	-0.5
CC(=O)NCCn1c(SCc2ccccc2C)nc2ccccc2c1=O	6	89	-4	-0.2	0	-4	4	-0.6	-6	-1.9
CCC(=O)N1CCc2cc(S(=O)(=O)NC(CC(C)C)C(=O)N3CCc4ccccc43)ccc21 (stereo unspecified)	10	101	0	0.1	-3	-3	9	0.1	4	-1.1
C[C@@H](NC(=O)c1ncn(C)c1C(=O)N[C@H](C)c1ccccc1)c1ccccc1	-4	98	-4	0.8	-7	-3	1	-3.8	5	3.1
Cc1nc(C)n(C(C)CNC(=O)c2cccc(Br)c2)n1 (stereo unspecified)	6	96	1	0.0	7	-6	0	0.4	2	0.7
The list goes on:
SMILES	MC4R antag cAMP	ABCB6 inh 2	N-glyco inh	aDG glyco act	ABHD5-PLIN5 inh	Exocytosis inh	H9c2 protect	hiPSC survival	HTR2A ag	MC4R ag barr
CCOC(=O)c1c(-c2cccs2)csc1NC(=O)CN1CCOCC1	11	102	0	-0.4	1	-4	-4	7.9	4	0.6
COc1ccc(C=O)cc1Cn1c(C)cc(C)c(C#N)c1=O	4	96	9	-0.3	2	-2	13	-0.4	-3	7.0
O=C(N/N=C/c1cccc([N+](=O)[O-])c1)c1ccc(COc2ccccc2-c2ccccc2)cc1	3	99	0	0.1	-7	-5	-3	-0.3	1	-0.7
COc1cc(OC)cc(C2=Cc3ccccc3C(CC(C)=O)N2c2ccc(-c3cncnc3)cc2)c1 (stereo unspecified)	x	100	x	0.0	-10	-2	x	1.4	7	x
COc1ccc(C)cc1N(CC(=O)N/N=C/c1ccccc1C(=O)O)S(=O)(=O)c1ccccc1	0	103	0	-0.1	-8	7	5	0.8	1	-0.6
CN(C)/C=C1\C(=O)N(c2ccc(Cl)cc2)CS1(=O)=O	5	98	-1	-0.2	4	-4	-7	0.8	1	-2.8
CCN(CC)c1ccc(C(=O)OCC(=O)Nc2ccc3[nH]c(=O)[nH]c3c2)cc1	7	102	-1	1.1	-3	4	0	-1.6	2	-3.0
O=C(Oc1ccc(F)cc1C(=O)/C=C/c1cccs1)c1cccc([N+](=O)[O-])c1	-14	92	22	-0.4	21	5	6	1.3	-1	-1.9
O=C(NCC1CCCO1)c1cc(-c2ccccc2F)no1 (stereo unspecified)	11	95	2	-0.2	-3	0	0	0.0	0	-2.4
Cc1ccc(S(=O)(=O)NNC(=O)C(O)(c2ccccc2C)c2ccccc2C)cc1	1	99	-2	0.3	-12	-6	2	-1.2	-1	-1.4
CC(C)(C)NS(=O)(=O)c1ccc(CCC(=O)NCc2cccnc2)cc1	16	94	1	0.0	0	-6	2	-2.2	-5	0.0
O=C(Nc1c(F)cccc1F)C1CCN(C(=O)c2cccs2)CC1	0	94	-1	0.0	2	-3	3	0.1	-1	5.8
CCN(c1cccc(C)c1)S(=O)(=O)c1ccc2c(c1)NC(=O)CS2	3	99	-3	0.0	-7	-3	2	0.0	1	-3.6
O=C(/C=C1\NC2(CCCC2)Cc2ccccc21)N1CCOCC1	2	97	1	-0.1	2	77*	9	-0.4	-1	-0.3
COc1cc(NC(=O)COC(=O)c2ccc(S(=O)(=O)N3CC(C)CC(C)C3)cc2)c(C)cc1[N+](=O)[O-] (stereo unspecified)	1	95	-2	-0.1	2	-4	-4	0.9	-2	-2.4
CC1(C)CC(=O)C(C=Nc2ccccc2)=C(O)C1	4	97	0	0.4	2	1	15	-1.9	0	-0.8
CSc1nc(C)c(C(=O)C[n+]2ccccc2)cc1C#N	4	99	1	-0.2	-6	-10	4	0.6	4	1.5
Cc1ccc(S(=O)(=O)N2CCCCCC2)cc1C(=O)NCc1ccccn1	4	95	-2	-0.1	-2	-4	3	-0.5	2	1.2
COc1ccc(OCC(=O)N2CCC3(CC2)CC(=O)c2ccccc2O3)cc1	7	105	-4	0.0	-5	-2	-2	0.2	6	-1.7
COc1ccc(S(=O)(=O)Cc2ccc(C(=O)NCc3ccc(C)cc3)o2)cc1	4	98	-2	-0.3	6	2	-2	-0.4	-8	-1.4
COc1ccccc1/C=C/C(=O)OCC(=O)Nc1ccc2c(c1)OCCO2	20	96	0	-0.1	1	13	-9	-0.4	-6	-1.6

Molecules above that contain a halogen (13):
SMILES	MC4R antag cAMP	ABCB6 inh 2	N-glyco inh	aDG glyco act	ABHD5-PLIN5 inh	Exocytosis inh	H9c2 protect	hiPSC survival	HTR2A ag	MC4R ag barr
O=C(Cc1ccccc1)NNC(=S)Nc1ccc(Cl)cc1	-2	88	-1	0.0	-4	1	7	0.9	0	-0.4
O=C(NNC(=O)c1cc2cc(Br)ccc2oc1=O)c1ccc(O)cc1O	4	120	-1	0.6	3	1	77*	0.7	-2	-2.8
CCCCNCc1cc(Br)c(OCC(=O)N2CCOCC2)c(OC)c1	-1	101	-2	-0.1	-7	-8	14	-0.8	6	-1.7
CS(=O)(=O)c1ccc(Cl)c(NC(=O)CSC(=S)N2CCCC2)c1	2	96	-1	-0.1	-2	6	5	0.5	11	0.1
O=C(COC(=O)CCC(=O)c1ccc(F)cc1)NCCc1ccccc1	-2	87	1	-0.2	4	-2	4	3.6	1	-0.9
CCOC(=O)NC(Nc1ccc(C)cn1)(C(F)(F)F)C(F)(F)F	7	100	0	-0.2	5	-1	9	0.3	2	-1.2
CCCNC(=O)c1ccc(COc2ccc(Cl)cc2)o1	11	100	-1	0.1	-4	5	-2	-0.3	-4	0.3
CC1(C(=O)Nc2cccc3ccccc23)CCN1C(=O)Cc1ccc(Cl)cc1Cl (stereo unspecified)	-7	91	-5	0.3	4	-3	-14	5.1	8	0.8
Cc1nc(C)n(C(C)CNC(=O)c2cccc(Br)c2)n1 (stereo unspecified)	6	96	1	0.0	7	-6	0	0.4	2	0.7
CN(C)/C=C1\C(=O)N(c2ccc(Cl)cc2)CS1(=O)=O	5	98	-1	-0.2	4	-4	-7	0.8	1	-2.8
O=C(Oc1ccc(F)cc1C(=O)/C=C/c1cccs1)c1cccc([N+](=O)[O-])c1	-14	92	22	-0.4	21	5	6	1.3	-1	-1.9
O=C(NCC1CCCO1)c1cc(-c2ccccc2F)no1 (stereo unspecified)	11	95	2	-0.2	-3	0	0	0.0	0	-2.4
O=C(Nc1c(F)cccc1F)C1CCN(C(=O)c2cccs2)CC1	0	94	-1	0.0	2	-3	3	0.1	-1	5.8
